High-throughput results from PubChem BioAssay.
GalR3 antag: GalR3 antagonists in HEK293 cells, primary screen, cell-based, fluorescence readout | HEK293 GalR3-CNG cAMP membrane potential fluorescence; galR3 body fused to GalR1 C-terminus | AID 651719, 2012 | 360,000 tested, 0.44% active | inhibition, % at 3 µM;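 active means inhibition above the screen-wide average plus 3 SD, cut at about 13% in these data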;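 further: forskolin and galanin both at EC90 stimulate the cells; cAMP rise reported by CNG channel membrane potential dye signal; 0% = forskolin plus galanin with DMSO and 100% = forskolin alone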
Target sequence (O60755 1-299 limits assumed): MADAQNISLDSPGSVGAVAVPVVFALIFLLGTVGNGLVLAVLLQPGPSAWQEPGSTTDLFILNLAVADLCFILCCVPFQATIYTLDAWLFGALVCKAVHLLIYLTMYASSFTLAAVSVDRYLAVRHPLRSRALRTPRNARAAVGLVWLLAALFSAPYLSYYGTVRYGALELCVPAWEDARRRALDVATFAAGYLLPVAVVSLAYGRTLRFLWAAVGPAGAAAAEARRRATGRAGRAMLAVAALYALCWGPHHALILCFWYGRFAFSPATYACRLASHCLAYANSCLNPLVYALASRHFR
M4 PAM: human M4 muscarinic receptor positive allosteric modulators, primary screen, CHO-K1 cells, Fluo-8 calcium fluorescence; Muscarinic acetylcholine receptor M4 (Homo sapiens), P08173; CHO-K1 hM4/Gqi5, ACh EC20; 0% = ACh EC20, 100% = maximal ACh; 360,000 tested, 0.4% active; activation, % at 3 µM;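 active means activation above its plate's cutoff, the mean activation of sample wells plus 3 SD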; further: some results filed as inactive read as strong as hits
Target sequence (P08173 whole entry, looked up): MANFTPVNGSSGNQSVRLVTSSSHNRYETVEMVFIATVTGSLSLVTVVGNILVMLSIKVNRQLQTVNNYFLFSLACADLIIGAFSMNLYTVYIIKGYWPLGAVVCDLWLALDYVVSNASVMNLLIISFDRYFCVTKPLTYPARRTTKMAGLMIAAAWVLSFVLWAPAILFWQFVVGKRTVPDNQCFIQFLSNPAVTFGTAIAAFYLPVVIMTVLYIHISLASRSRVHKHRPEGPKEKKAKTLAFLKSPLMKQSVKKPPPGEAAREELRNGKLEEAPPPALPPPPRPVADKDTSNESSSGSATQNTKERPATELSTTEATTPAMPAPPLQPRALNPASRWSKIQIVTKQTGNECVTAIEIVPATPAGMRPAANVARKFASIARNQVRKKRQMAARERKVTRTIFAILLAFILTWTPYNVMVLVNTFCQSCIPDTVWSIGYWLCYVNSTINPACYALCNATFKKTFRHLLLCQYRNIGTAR
Numbers without * were called inactive. Not all compounds are listed (hit frequency here may not be typical).

smiles | GalR3 antag | M4 PAM
CCCc1ccc(C(O)c2ncc(-c3ccc(OC)cc3)[nH]2)cc1 (stereo unspecified) | -4 | -3
CCCCn1nnnc1C(c1cccs1)N1CCN(C/C=C/c2ccccc2)CC1 (stereo unspecified) | -6 | -12
CC(=O)Nc1cccc(-c2ccnc3c2CC(C(=O)NCc2ccncc2)O3)c1 (stereo unspecified) | 0 | 3
COc1ccc(C(C)=O)cc1CC1(C)C(=O)Nc2ccc(OC(F)(F)F)cc21 (stereo unspecified) | -3 | 4
CCCCc1c(-c2ccccc2OC)ncn1CCc1ccccc1Cl | -6 | -9
COCCNC(=O)c1cc2c(c(-c3cccc(-c4cc5ccccc5o4)c3)n1)[C@@H](CCO)N(S(=O)C(C)(C)C)C2 (stereo partly specified) | 4 | 1
CC1(C(=O)NC2CCN(Cc3ccccc3)CC2)CCN1Cc1ccc(OC(F)(F)F)cc1 (stereo unspecified) | -5 | 0
CC(C)C[C@H]1CN(CCCC[C@@H]2CNC(=O)C(=O)N2Cc2ccccc2)C(=O)C(=O)N1CCc1ccccc1 | 0 | -3
Cc1ccc(-c2nc3c(C)cc(Br)cn3c2Cc2cccc(F)c2)cc1 | -2 | -1
CCc1nc2c(OCC(=O)c3ccc(F)cc3)cccn2c1N(C)C(=O)COc1ccccc1 | -4 | -9
COc1ccc(CNC(=O)C2(C)Cc3c(-c4ccc(N(C)C)cc4)ccnc3O2)cc1OC (stereo unspecified) | -9 | 10
O=C(Nc1ccc(F)cc1)C(CCc1ccccc1)N1CCN(c2cccc(C(F)(F)F)n2)CC1 (stereo unspecified) | -5 | -13
NS(=O)(=O)c1ccc(CCNc2ccn3nc(-c4ccccc4)cc3n2)cc1 | -7 | -7
CC(C)C[C@H]1CNC(=S)N1C[C@H]1CCCN1C[C@H](Cc1ccc(O)cc1)N1C[C@H](CC(C)C)N(CC2CCCCCC2)C1=S | 1 | 0
NS(=O)(=O)c1ccc(CCNc2nn3c(-c4ccc(F)c(Cl)c4)cnc3s2)cc1 | -5 | 6
COC(=O)[C@@]12C[C@@H](CC(=O)N3CCN(C(=O)c4ccco4)CC3)C(=O)N(Cc3ccco3)C1=CCC(C)(C)C2 | -7 | -1
COc1ccc(NC(=O)C2(C)Cc3c(-c4cccc(C(N)=O)c4)ccnc3O2)cn1 (stereo unspecified) | -5 | 0
CC1=C(C(=O)N2CCCCCC2)CC(CC(=O)NCCCN(C)C)C(=O)N1Cc1ccc(C(C)(C)C)cc1 (stereo unspecified) | -9 | 0
Cc1c(C(=O)NCc2ccc(F)cc2)sc(=O)n1Cc1ccc(C(=O)c2ccccc2)cc1 | -1 | -7
COc1ncc(-c2cccc3nccn23)c(OC)n1 | -4 | 7
CCCS(=O)(=O)NC(=O)C1(C)CCN(C(=O)COCc2ccccc2)C1 (stereo unspecified) | -1 | 6
CCCNC(=O)C1(C)CCCN(C(=O)c2ccc(F)cc2Cl)C1 (stereo unspecified) | 0 | -1
O=C(Nc1nnc([C@@H]2C[C@H](O)[C@@H](CO)O2)s1)Nc1cccc2ccccc12 | -3 | 4
CC1(C(=O)Nc2nccs2)CCN1C(=O)C1(c2ccccc2)CC1 (stereo unspecified) | -3 | -6

An excerpt of these results, with the structure last.
| GalR3 antag | M4 PAM | Molecule |
| --- | --- | --- |
| -2 | -1 | Cc1ccc(-c2nc3c(C)cc(Br)cn3c2Cc2cccc(F)c2)cc1 |
| -4 | -9 | CCc1nc2c(OCC(=O)c3ccc(F)cc3)cccn2c1N(C)C(=O)COc1ccccc1 |
| -9 | 10 | COc1ccc(CNC(=O)C2(C)Cc3c(-c4ccc(N(C)C)cc4)ccnc3O2)cc1OC (stereo unspecified) |
| -5 | -13 | O=C(Nc1ccc(F)cc1)C(CCc1ccccc1)N1CCN(c2cccc(C(F)(F)F)n2)CC1 (stereo unspecified) |
| -7 | -7 | NS(=O)(=O)c1ccc(CCNc2ccn3nc(-c4ccccc4)cc3n2)cc1 |
| 1 | 0 | CC(C)C[C@H]1CNC(=S)N1C[C@H]1CCCN1C[C@H](Cc1ccc(O)cc1)N1C[C@H](CC(C)C)N(CC2CCCCCC2)C1=S |
| -5 | 6 | NS(=O)(=O)c1ccc(CCNc2nn3c(-c4ccc(F)c(Cl)c4)cnc3s2)cc1 |
| -7 | -1 | COC(=O)[C@@]12C[C@@H](CC(=O)N3CCN(C(=O)c4ccco4)CC3)C(=O)N(Cc3ccco3)C1=CCC(C)(C)C2 |
| -5 | 0 | COc1ccc(NC(=O)C2(C)Cc3c(-c4cccc(C(N)=O)c4)ccnc3O2)cn1 (stereo unspecified) |
| -9 | 0 | CC1=C(C(=O)N2CCCCCC2)CC(CC(=O)NCCCN(C)C)C(=O)N1Cc1ccc(C(C)(C)C)cc1 (stereo unspecified) |
| -1 | -7 | Cc1c(C(=O)NCc2ccc(F)cc2)sc(=O)n1Cc1ccc(C(=O)c2ccccc2)cc1 |
| -4 | 7 | COc1ncc(-c2cccc3nccn23)c(OC)n1 |
| -1 | 6 | CCCS(=O)(=O)NC(=O)C1(C)CCN(C(=O)COCc2ccccc2)C1 (stereo unspecified) |

Next section
smiles | GalR3 antag | M4 PAM
CC1=C(C(=O)N(C(C)C)C(C)C)CC(CC(=O)NC2CCCC2)C(=O)N1Cc1ccc(F)cc1 (stereo unspecified) | -6 | 5
COc1ccc(CNC(=O)C2Cc3c(-c4ccccc4)ccnc3O2)cc1OC (stereo unspecified) | -9 | 6
O=C1c2ccccc2C(c2nc3ccccc3[nH]2)N1Cc1ccco1 (stereo unspecified) | -3 | 15
Cn1c(Cc2ccccc2)nc(=O)c2ccccc21 | -4 | 6
COc1cccc(-c2cnc(C(O)c3cc(C)c(OC)c(C)c3)[nH]2)c1 (stereo unspecified) | -1 | 6
CCCc1nc2ccccc2n1C(C)C(=O)NC(C)(C)C (stereo unspecified) | -5 | 9
COc1ccc(C2=Nc3ccccc3N(C(=O)c3ccc4c(c3)OCO4)C2C(=O)Nc2c(C)cccc2C)cc1 (stereo unspecified) | -2 | -6
COC(=O)[C@]12CCCCC=C1N(Cc1ccc(Cl)cc1Cl)C(=O)[C@H](CC(=O)N1CCC(c3ccccc3)CC1)C2 | -1 | 11
Cc1noc(C)c1-c1ccc(C(=O)NCc2cccs2)c2occc12 | -7 | -3
Cn1ccc2c(-c3cccnc3)cc3c(c21)C1CCC3C1 (stereo unspecified) | -7 | 3
CCCCn1nnnc1C(c1ccccc1)N1CCN(c2ncc(C(F)(F)F)cc2Cl)CC1 (stereo unspecified) | -7 | 10
CC(C)[C@H](NC(=O)OC(C)(C)C)c1cc(C(=O)N(C)CCN(C)C)c(N)s1 | -2 | 9
COC[C@H]1CCCN1c1ccc2c(c1)O[C@H](COCc1ccccc1)CN([C@@H](C)c1ccccc1)S2(=O)=O | -7 | 4
CC(O)(c1cccnc1)c1nc(/C=C/c2ccccc2)cs1 (stereo unspecified) | -6 | 0
O=C1NC[C@H](CCCCN2C[C@H](Cc3ccccc3)N(CCC3CCCCC3)C(=O)C2=O)N(CCC2CCCCC2)C1=O | -3 | 0
CC(=O)c1cccc(-c2cnc3c(NC=O)cc(-c4cccc(C(=O)N(C)C)c4)cn23)c1 | 1 | -3
Cn1c(=O)c2cc(NC(=O)Cc3ccccc3F)ccc2n1Cc1ccc(Cl)cc1 | -6 | 3
C[N+](C)(C)CCN1CCc2ccccc21 | -6 | 8
O=c1cc(CN2CCN(c3ccccc3F)CC2)c2ccccc2o1 | -4 | 6
C=CCCC(=O)N1C[C@@H](CO)[C@@H](NC)C[C@H]1c1ccccc1Br | -4 | 8
Cc1ccsc1CNC(=O)C1(C)CCN1C(=O)C(C)C (stereo unspecified) | -1 | 2
COc1ccc(-c2csc(C(C)(O)c3cccc(F)c3)n2)cc1 (stereo unspecified) | -6 | -11
CC1(C(=O)Nc2ccc(Cl)c(C(F)(F)F)c2)Cc2c(-c3ccc(C(N)=O)cc3)ccnc2O1 (stereo unspecified) | -9 | -4
CCCOc1ccc(F)cc1-c1cc(C(=O)NC(C)C)[nH]n1 | -4 | 15
CCC(CC)C(=O)N(C)c1c(C)nc2c(OCc3ccccc3OC)cccn12 | -7 | -1
CCOC1=C2CN(S(=O)(=O)c3ccc(C)cc3)[C@H](c3ccccc3)C[C@@H]2N(S(=O)(=O)c2ccccc2)[C@H](c2ccccc2)C1 | -1 | -5
CN(CCc1ccccc1)C(c1cc2ccccc2o1)c1nnnn1C(C)(C)C (stereo unspecified) | -9 | -3
O=C(Nc1ccc(Oc2ccccc2)nc1)[C@H]1O[C@@H](n2ccc(=O)[nH]c2=O)[C@H](O)[C@@H]1O | 0 | 6
CCOC(=O)[C@]12CCCC=C1N(Cc1ccc3c(c1)OCO3)C(=O)[C@H](CC(=O)N1CCN(C(=O)c3ccco3)CC1)C2 | -2 | 13
COC(=O)c1cnc(Nc2nc(C(N)COCc3ccccc3)cs2)nc1C(F)(F)F (stereo unspecified) | -4 | -2
CCCCNC(=O)C1(C)CCCCCN1Cc1cccc2c(OC)cc(C(=O)OCC)cc12 (stereo unspecified) | -9 | -5
COc1ccc(Nc2c(-c3cccc(OC)c3)nc3nc(C)cc(C)n23)cc1 | -5 | 0
COc1ccc(-c2nc3c(C)cc(Br)cn3c2Cc2ccccc2)cc1OC | -4 | 15
Cc1ccc(CNC(=O)[C@H]2O[C@@H](n3ccc(N)nc3=O)[C@H](O)[C@@H]2O)o1 | -1 | 20*
CCNC(=O)C1(C)CCN1Cc1cc(-c2ccccc2)n(C)n1 (stereo unspecified) | -6 | 3
CC(=O)N1CCN(Cc2cc(=O)oc3cc(C)ccc23)CC1 | -5 | -2
COc1ccc(NC(=O)C2(C)CCCN2C(=O)C(C)C)cc1OC (stereo unspecified) | -5 | 4
Cc1cnc(C)c(Nc2nc(C(N)Cc3ccc(Cl)cc3)cs2)n1 (stereo unspecified) | 2 | 0
CCCc1nc2c3ccccc3ccn2c1CC1CCCCC1 | -4 | -14
CCNC(=O)C1(C)CCN(Cc2cccc(Oc3ccccc3)c2)C1 (stereo unspecified) | -8 | 3
CC(C)[C@H](NC(=O)OC(C)(C)C)c1cc(C(=O)NCCc2c[nH]c3ccccc23)c(N)s1 | 0 | 3
CC1=C(C(=O)N(C(C)C)C(C)C)CC(CC(=O)NC2CCCCC2)C(=O)N1CCC1=CCCCC1 (stereo unspecified) | -8 | 7
CC(O)CC(=O)OC[C@]12CC[C@H]3[C@@](C)(CC[C@H]4C(C)(C)CCC[C@]34C)[C@@H]1CC(C1=CC(=O)OC1O)O2 (stereo partly specified) | 23* | -12
CC(c1nc2ccccc2n1Cc1ccccc1)n1c(-c2cnccn2)nc2ccccc21 (stereo unspecified) | -5 | 1
CCCCCCCCN1C(=O)[C@H](CC(=O)NCc2cccs2)C[C@@]2(C(=O)OC)CCCCC=C12 | -8 | -3
c1cnc2ccc(-n3ccnc3)cc2c1 | 1 | -4
Cc1cc2nc(-c3ccccc3)c(Cc3cccc(F)c3)n2c(C)c1Br | -3 | -2
COc1ccc(-c2cc3c(c4c2ccn4C)C2CCC3C2)cc1F (stereo unspecified) | -3 | -9
CC1(C(=O)NCc2ccccc2)Cc2c(-c3ccc4c(c3)OCO4)ccnc2O1 (stereo unspecified) | 1 | 3
CN(C)CCN1CCN(C2CN(Cc3cn(Cc4ccc(C(F)(F)F)cc4)nn3)S(=O)(=O)C2)CC1 (stereo unspecified) | -4 | 9
Clc1cccc(-c2nc3ccc(Cl)cn3c2Cc2ccccc2)c1 | -5 | -3
COCC(=O)N1C[C@H](C)[C@H](OC)CN(C)C(=O)c2cc(NC(=O)Nc3cccc(F)c3)ccc2OC[C@@H]1C | -4 | -1
COc1ccc(OC)c(NC(=O)C2(C)CCN2CCOc2ccccc2)c1 (stereo unspecified) | -4 | -3
COc1ccc(C2=C(c3ccccc3)OC(OC)c3cc(F)ccc32)cn1 (stereo unspecified) | -5 | -2
CCCS(=O)(=O)NC(=O)C1(C)CCN(C(=O)c2cc(-c3cccs3)oc2C)C1 (stereo unspecified) | -6 | 6
Cc1cc(Br)cn2c(Cc3cccc(F)c3)c(-c3ccc(Cl)cc3)nc12 | -7 | 0
COc1ccc(NC(=O)c2cc(C3CCCCN3S(=O)(=O)c3cn(C)cn3)on2)c(C)c1 (stereo unspecified) | -1 | 9
Cc1cccc(C)c1NC(=O)C(CCc1ccccc1)N1CCC(c2ccccc2)CC1 (stereo unspecified) | -3 | -10
O=C(Nc1ccn(CCOC(=O)c2ccccc2)c(=O)n1)c1ccccc1 | -8 | -2
COc1ccc(F)cc1-c1cc(NC=O)c2ncc(-c3cc(OC)c(OC)c(OC)c3)n2c1 | -1 | -8

Carrying on:
smiles | GalR3 antag | M4 PAM
CC(C)(C)C(=O)c1c(N)[nH]c(C(=O)c2ccccc2)c1-c1ccc(F)cc1 | -6 | -3
CCNc1nc(-c2sc(NC(=O)C(C)(C)C)nc2C)c(-n2cc(-c3ccccc3)nn2)s1 | -6 | -10
COc1ccccc1CNc1nc(NCc2cccc(OC)c2OC)c2sccc2n1 | -9 | -12
COc1ccc(-c2cc3c(o2)CCCC3OCCN2CCOCC2)cc1 (stereo unspecified) | 0 | -2
CSc1cnn(CCC#N)c(=O)n1 | -2 | 0
CN1OC[C@@H]2CN(C(=O)c3cccnc3)[C@H](c3ccc(N4CCCCC4)cc3)C[C@@H]21 | -6 | 4
O=C(Nc1ccc(F)cc1)C(CCc1ccccc1)N1CCN(c2ccncc2)CC1 (stereo unspecified) | -3 | -9
Cc1ccccc1CNC(=O)c1csc([C@@H]2C[C@H](O)[C@@H](CO)O2)n1 | -8 | 3
CCOC(=O)[C@]12CCC=C1N(Cc1ccc(Cl)cc1Cl)C(=O)[C@H](CC(=O)N1CCN(C(=O)c3ccco3)CC1)C2 | -4 | -4
COc1cccc(C(NC(C)=O)c2nc(-c3ccc(OC)nc3)cs2)c1 (stereo unspecified) | -5 | -1
